Bioassay records as filed in PubChem BioAssay.
Measles CPE – protection of cells from measles virus | Measles virus-infected cells, CPE protection, absorbance | protection (pct of control), % at 4 µM | hit rate 1.5% among 140,000 | AID 841; in the data active = protection mostly above about 24%, no sharp cut-off; inactive = mostly below about 26%; also: some compounds called inactive have numbers as strong as hits
GALR2 antag – antagonists of human galanin receptor 2 (GALR2) | GALR2-expressing cells, antagonist mode | inhibition, % at 4 µM | hit rate 0.39% among 140,000; in the data active = inhibition above about 27%;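 also: cells stimulated with galanin 1-16 at roughly its EC80; 0% = agonist challenge control and 100% = basal control without agonist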
Target sequence (O43603 whole entry, looked up): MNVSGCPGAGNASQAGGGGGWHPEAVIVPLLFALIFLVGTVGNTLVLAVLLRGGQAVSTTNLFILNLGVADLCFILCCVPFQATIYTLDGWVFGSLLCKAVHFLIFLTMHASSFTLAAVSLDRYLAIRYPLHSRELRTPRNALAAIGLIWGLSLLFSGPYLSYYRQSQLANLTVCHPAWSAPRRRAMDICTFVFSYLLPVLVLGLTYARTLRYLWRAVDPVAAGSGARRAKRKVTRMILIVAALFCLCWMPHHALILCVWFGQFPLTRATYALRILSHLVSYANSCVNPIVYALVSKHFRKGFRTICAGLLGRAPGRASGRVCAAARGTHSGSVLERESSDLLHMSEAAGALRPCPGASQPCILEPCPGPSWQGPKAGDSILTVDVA
bCat KO growth – beta-catenin-lacking colon tumor cell growth suppression; HCT116 beta-catenin knockout viability, CellTiter-Glo, 60 h; hits give low values; viability, % at 10 µM; hit rate 1.5% among 140,000; AID 818;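 active = viability at or under a set limit, the compound median less 4 SD, cut at about 6% in these data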;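 also: 0% = Hyamine 1622 control at 20 µM and 100% = untreated cell control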
Phagocytosis inh – blocks phagocytosis by macrophages | inhibition, % at 5 µM | J774A.1 macrophage IgG-bead phagocytosis, imaging | hit rate 0.07% among 110,000 | AID 1029;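 active = inhibition above the mean of the plate negative controls plus 5 SD, cut at about 13% in these data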;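 also: phagocytic index as fraction of beads internalized from green versus red external bead signal; plate controls were DMSO negative control for no effect and cytochalasin-D positive control for full effect; some results beyond the cut were filed as inactive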
Yeast growth inh – chemicals that inhibit yeast BB579 growth in restrictive medium (lifespan-shortening candidates); inhibition, % at 10 µM; hit rate 0.51% among 140,000; S. cerevisiae BB579 growth, OD615, 48 h;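 active = inhibition above a set limit, 3 SD over the mean compound inhibition, cut at about 44% in these data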; also: inactives centre near -24
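Assay system: S. cerevisiae DeaD strain BB579 yeast. Medium: CSMM-D restrictive synthetic medium containing dextrose (glucose). Times: 4 h cell preincubation, 48 h compound exposure, 30 °C humidified. Signal: OD615 turbidity measurement. Benchmarks: positive control amphotericin B 10 µg/mL.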
NPY Y2 blocker – blocks the human neuropeptide Y Y2 receptor; NPY-Y2 expressing cells, antagonist mode; P49146; inhibition, % at 2.7 µM; hit rate 0.99% among 140,000; in the data active = inhibition above about 17%;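 also: 0% = vehicle with agonist challenge and 100% = reference antagonist with challenge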
Target sequence (P49146 whole entry, looked up): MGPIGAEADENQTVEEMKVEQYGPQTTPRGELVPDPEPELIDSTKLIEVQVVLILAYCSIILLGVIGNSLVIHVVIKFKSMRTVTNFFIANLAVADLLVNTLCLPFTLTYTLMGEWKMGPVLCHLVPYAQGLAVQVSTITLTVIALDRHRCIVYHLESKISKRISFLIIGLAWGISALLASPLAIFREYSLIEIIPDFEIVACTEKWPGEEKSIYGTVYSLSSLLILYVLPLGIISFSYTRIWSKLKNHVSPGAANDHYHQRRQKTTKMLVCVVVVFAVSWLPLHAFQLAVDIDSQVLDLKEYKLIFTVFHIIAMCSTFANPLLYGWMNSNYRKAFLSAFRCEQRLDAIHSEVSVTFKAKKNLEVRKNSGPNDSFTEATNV
MRP1 act – activates MRP-1. hit rate 0.61% among 140,000. H69AR cells + doxorubicin, viability rescue, CellTiter-Glo. AID 799. viability increase, % at 10 µM;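 active = viability gain under doxorubicin at or above a set limit, the compound median plus 3 SD, cut at about 4.7% in these data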;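 also: MRP-1 overexpressing cells given doxorubicin 25 µM after compound pretreatment; 18-22 h compound pretreatment then 72 h with doxorubicin before readout; 0% = doxorubicin-only wells and 100% = vehicle-treated cells without doxorubicin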
E-sel TNF inh – TNF alpha driven E-selectin expression inhibition; inhibition, % at 2 µM; HUVEC TNFa-induced E-selectin immunofluorescence, high content; hit rate 0.71% among 120,000;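 active = inhibition above the batch mean plus 3 SD, and confirmed as a hit on visual image review, cut at about 43% in these data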;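 also: 0% = TNF-stimulated DMSO wells and 100% = unstimulated control wells; not every result past the cut was called active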
Yeast life ext – extends the lifespan of yeast. inhibition of the nicotinamide effect, % at 10 µM. hit rate 0.68% among 130,000. S. cerevisiae growth with nicotinamide, OD615; deaD strain in restrictive glucose medium. AID 775;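 active = inhibition above a set limit, placed 3 SD over the median of all compounds, cut at about 26% in these data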;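 also: 0% = nicotinamide-treated wells and 100% = cells grown without nicotinamide; some compounds called inactive have numbers as strong as hits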
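Buffer or medium: CSMM-D glucose medium, restrictive; test system: modified budding yeast, DeaD strain; compound: single dose 10 µM compound, 0.25% DMSO; schedule: culture preincubation 4 h, compound exposure 48 h, both 30 °C; detection: optical density (absorbance) at 615 nm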
HCT116 PTEN-null – PTEN-deleted cell growth suppression; HCT116 PTEN-null viability, CellTiter-Glo, 60 h; hits give low values; viability, % at 10 µM; hit rate 1.2% among 140,000; AID 827;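 active = viability at or below a set limit, 4 SD under the median of all tested compounds, cut at about 3.7% in these data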;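 also: PTEN knockout HCT116 line with beta catenin targeted HCT116 as companion control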
* = called active by the depositor.

How did Cc1ccc(C)c(NC(=S)NCCc2ccc(F)cc2)c1 do in these assays?
Measles CPE: 8.0; GALR2 antag: 7.2; bCat KO growth: 65.4; Phagocytosis inh: 1.3; Yeast growth inh: -11.2; NPY Y2 blocker: 2.1; MRP1 act: -4.3; Yeast life ext: 1.8; HCT116 PTEN-null: 62.4

What do the screens show for `O=C(NCCCn1ccnc1)c1ccccc1NS(=O)(=O)c1ccc(F)c(F)c1`?
Measles CPE: 21.6; GALR2 antag: -6.4; bCat KO growth: 84.0; Phagocytosis inh: 0.0; Yeast growth inh: -25.2; NPY Y2 blocker: -2.5; MRP1 act: -0.1; E-sel TNF inh: -21.3; Yeast life ext: -7.7; HCT116 PTEN-null: 94.6

How did COc1ccc(-c2csc3nc(-c4ccccc4F)oc(=O)c23)cc1OC do in these assays?
Measles CPE: 20.8; GALR2 antag: 3.1; bCat KO growth: 60.5; Phagocytosis inh: 2.4; Yeast growth inh: -50.9; NPY Y2 blocker: 6.8; MRP1 act: -4.7; E-sel TNF inh: -36.8; Yeast life ext: -24.4; HCT116 PTEN-null: 68.1

Results for CCOC(=O)c1c(C)[nH]c(C(=O)OCC(=O)Nc2cc(C)ccc2OC)c1C ?
Measles CPE: 4.6; GALR2 antag: -11.7; bCat KO growth: 2.2*; Phagocytosis inh: 1.4; Yeast growth inh: -43.6; NPY Y2 blocker: 0.9; MRP1 act: -6.7; E-sel TNF inh: 1.4; Yeast life ext: -15.6; HCT116 PTEN-null: 12.5

How did Cc1nc(NCc2ccco2)[nH]c(=O)c1CCC(C)C do in these assays?
Measles CPE: 5.5; GALR2 antag: -7.3; bCat KO growth: 96.4; Phagocytosis inh: -1.2; Yeast growth inh: -39.6; NPY Y2 blocker: -2.7; MRP1 act: -1.0; E-sel TNF inh: -15.3; Yeast life ext: -3.0; HCT116 PTEN-null: 88.4

Results for CCOC(=O)CSCC(=O)Nc1c(C(=O)C2CC2)oc2ccccc12 ?
Measles CPE: 18.0; GALR2 antag: -9.6; bCat KO growth: 93.2; Yeast growth inh: -7.7; NPY Y2 blocker: 4.1; MRP1 act: -1.3; E-sel TNF inh: 5.7; HCT116 PTEN-null: 96.4

Results for Cc1c(C(=O)NCCSc2ccc(Cl)cc2)cccc1[N+](=O)[O-] ?
Measles CPE: 7.9; GALR2 antag: -7.2; bCat KO growth: 78.4; Yeast growth inh: -13.4; NPY Y2 blocker: 0.5; MRP1 act: -2.5; Yeast life ext: -5.6; HCT116 PTEN-null: 68.9

How did O=C(O)Cn1cc(C(=S)N2CCOCC2)c2ccccc21 do in these assays?
Measles CPE: 9.8; GALR2 antag: 1.5; bCat KO growth: 103.3; Phagocytosis inh: -0.2; Yeast growth inh: -30.9; NPY Y2 blocker: 1.0; MRP1 act: -1.1; E-sel TNF inh: 21.6; Yeast life ext: -1.9; HCT116 PTEN-null: 94.3

How did O=C(CN1CCOCC1)Nc1nc2cc([N+](=O)[O-])ccc2s1 do in these assays?
Measles CPE: 4.8; GALR2 antag: -5.2; bCat KO growth: 95.9; Phagocytosis inh: -2.8; Yeast growth inh: 5.9; NPY Y2 blocker: -0.6; MRP1 act: -2.0; E-sel TNF inh: -10.3; Yeast life ext: -1.0; HCT116 PTEN-null: 101.3

Results for O=C(Cn1cc2c(n1)CCCC2)NCCCN1CCN(Cc2ccccc2)CC1 ?
Measles CPE: 6.1; GALR2 antag: 16.3; bCat KO growth: 90.5; Yeast growth inh: -14.3; NPY Y2 blocker: 0.9; MRP1 act: -2.3; E-sel TNF inh: 18.5; Yeast life ext: -12.2; HCT116 PTEN-null: 93.7

What do the screens show for `Cc1cccc(NC(=S)NCC(c2cccnc2)N2CCOCC2)c1C` (stereo not given)?
Measles CPE: 3.2; GALR2 antag: -6.1; bCat KO growth: 84.3; Phagocytosis inh: -5.2; Yeast growth inh: -23.2; NPY Y2 blocker: 1.7; MRP1 act: -4.0; E-sel TNF inh: 9.8; Yeast life ext: 2.2; HCT116 PTEN-null: 97.9

How did Cc1ccc(N2C(=O)C(NC(=O)c3ccccc3)(C(F)(F)F)C3=C2CC(C)(C)CC3=O)cc1 (stereo not given) do in these assays?
Measles CPE: 12.2; GALR2 antag: -4.8; bCat KO growth: 92.5; Phagocytosis inh: -4.1; Yeast growth inh: 14.4; NPY Y2 blocker: 0.8; MRP1 act: -0.8; E-sel TNF inh: 5.0; Yeast life ext: 0.6; HCT116 PTEN-null: 101.6

What do the screens show for `COc1ccc(CCNC(=O)c2c(C)cc(=O)oc2C)cc1OC`?
Measles CPE: 7.5; GALR2 antag: -7.9; bCat KO growth: 115.6; Yeast growth inh: -28.3; NPY Y2 blocker: -0.5; MRP1 act: -1.8; E-sel TNF inh: -5.1; Yeast life ext: -14.6; HCT116 PTEN-null: 105.0

Results for CC(=O)COc1ccc2c(C)c(C)c(=O)oc2c1 ?
Measles CPE: 19.4; GALR2 antag: 6.3; bCat KO growth: 111.0; Phagocytosis inh: -2.2; Yeast growth inh: 1.3; NPY Y2 blocker: 1.8; MRP1 act: 0.3; E-sel TNF inh: 8.2; Yeast life ext: -16.8; HCT116 PTEN-null: 90.5

Results for CCOC(=O)CCc1n[nH]c(=O)[nH]c1=O ?
Measles CPE: 2.4; GALR2 antag: 10.0; bCat KO growth: 95.7; Phagocytosis inh: -2.1; Yeast growth inh: -11.3; NPY Y2 blocker: 5.8; MRP1 act: -1.2; E-sel TNF inh: -10.1; Yeast life ext: -21.0; HCT116 PTEN-null: 94.9

How did Cc1ccc(C2Nc3ccccc3NC3=C2C(=O)OC(C)C3)cc1 (stereo not given) do in these assays?
Measles CPE: 3.6; GALR2 antag: -10.7; bCat KO growth: 93.9; Phagocytosis inh: 0.2; Yeast growth inh: -5.9; NPY Y2 blocker: 0.9; MRP1 act: -1.9; Yeast life ext: -5.0; HCT116 PTEN-null: 97.0

What do the screens show for `CC1(C)C(c2ccccc2)=[N+]([O-])CN1O`?
Measles CPE: 5.3; GALR2 antag: -1.6; bCat KO growth: 83.0; Phagocytosis inh: -0.5; Yeast growth inh: 10.4; NPY Y2 blocker: 1.4; MRP1 act: -1.3; Yeast life ext: -12.6; HCT116 PTEN-null: 89.0

How did O=C1CNC(=O)/C1=C\N1CCN(C(c2ccccc2)c2ccccc2)CC1 do in these assays?
Measles CPE: 3.6; GALR2 antag: 2.1; bCat KO growth: 102.7; Phagocytosis inh: 0.1; Yeast growth inh: -30.6; NPY Y2 blocker: 0.6; MRP1 act: -1.4; Yeast life ext: -9.0; HCT116 PTEN-null: 114.4

Results for COc1ccc(/C=N/Nc2nncc3ccccc23)c(OC)c1 ?
Measles CPE: 0.1; GALR2 antag: 7.8; bCat KO growth: 91.8; Phagocytosis inh: -2.9; Yeast growth inh: -48.0; NPY Y2 blocker: 3.4; MRP1 act: -1.1; E-sel TNF inh: -23.9; Yeast life ext: -3.5; HCT116 PTEN-null: 111.8

How did C#CCNc1cc(C)nc2ncnn12 do in these assays?
Measles CPE: 14.8; GALR2 antag: 0.8; bCat KO growth: 102.2; Phagocytosis inh: 0.1; Yeast growth inh: -18.9; NPY Y2 blocker: 1.1; MRP1 act: -0.8; E-sel TNF inh: 12.7; Yeast life ext: 2.4; HCT116 PTEN-null: 94.5

How did Cc1cccc(C(=O)NC(=S)Nc2ccc(Cc3ccncc3)cc2)c1 do in these assays?
Measles CPE: 4.8; GALR2 antag: -0.8; bCat KO growth: 42.1; Phagocytosis inh: -0.4; Yeast growth inh: -24.3; NPY Y2 blocker: 1.6; MRP1 act: -0.7; E-sel TNF inh: -21.1; Yeast life ext: -8.3; HCT116 PTEN-null: 43.1

Results for Cc1ccc(S(=O)(=O)NNC(=O)C(=O)NNc2ccccn2)cc1 ?
Measles CPE: 3.4; GALR2 antag: 6.5; bCat KO growth: 76.0; Phagocytosis inh: -3.3; Yeast growth inh: -13.3; NPY Y2 blocker: 0.1; MRP1 act: 0.8; E-sel TNF inh: -42.0; Yeast life ext: -15.1; HCT116 PTEN-null: 79.4

Results for CC(C)(C)NC(=O)NC(=O)COC(=O)Cn1c(C(F)(F)F)nc2ccccc21 ?
Measles CPE: 3.8; GALR2 antag: 9.1; bCat KO growth: 97.4; Phagocytosis inh: 0.3; Yeast growth inh: -11.0; NPY Y2 blocker: 6.7; MRP1 act: -0.2; E-sel TNF inh: -24.0; Yeast life ext: -2.9; HCT116 PTEN-null: 94.8

What do the screens show for `CCCc1cc(C(=O)NNC(=S)NCC)c2ccccc2n1`?
Measles CPE: 23.4; GALR2 antag: 15.9; bCat KO growth: 104.8; Phagocytosis inh: -0.7; Yeast growth inh: 5.7; NPY Y2 blocker: 1.4; MRP1 act: 0.0; Yeast life ext: 3.5; HCT116 PTEN-null: 106.4

Results for c1ccc(CSc2nnc(-c3cccs3)n2Cc2ccco2)cc1 ?
Measles CPE: 19.9; GALR2 antag: 5.5; bCat KO growth: 84.5; Yeast growth inh: -32.5; NPY Y2 blocker: 18.8*; MRP1 act: -5.0; E-sel TNF inh: 14.9; HCT116 PTEN-null: 83.9

What do the screens show for `CCN(CC)CCOC(=O)/C=C/c1ccccc1OC`?
Measles CPE: 8.2; GALR2 antag: -5.7; bCat KO growth: 103.7; Phagocytosis inh: 2.1; Yeast growth inh: -28.1; NPY Y2 blocker: 1.4; MRP1 act: 0.9; E-sel TNF inh: 0.1; Yeast life ext: 8.4; HCT116 PTEN-null: 101.8

Results for Cc1cc(Br)cc2c1NC(=O)C2(c1c(C)n(C)n(-c2ccccc2)c1=O)c1c(C)n(C)n(-c2ccccc2)c1=O ?
Measles CPE: 20.4; GALR2 antag: 6.2; bCat KO growth: 75.8; Yeast growth inh: -38.4; NPY Y2 blocker: 3.5; MRP1 act: -1.2; E-sel TNF inh: 16.0; HCT116 PTEN-null: 93.2

How did CCC(C)c1ccc(NC(=O)COc2c(F)c(F)c(C(F)(F)F)c(F)c2F)cc1 (stereo not given) do in these assays?
Measles CPE: 15.9; GALR2 antag: 15.3; bCat KO growth: 74.9; Phagocytosis inh: -3.7; Yeast growth inh: -31.7; NPY Y2 blocker: 4.0; MRP1 act: -3.2; E-sel TNF inh: -21.4; Yeast life ext: 8.0; HCT116 PTEN-null: 78.8

What do the screens show for `c1ccc(CNc2ccc3c(c2)ncn3C2CCCCC2)nc1`?
Measles CPE: 18.1; GALR2 antag: 5.2; bCat KO growth: 88.5; Phagocytosis inh: -0.3; Yeast growth inh: -30.0; NPY Y2 blocker: 5.3; MRP1 act: -1.9; E-sel TNF inh: -7.2; Yeast life ext: -3.9; HCT116 PTEN-null: 95.1
